# GPR35 antagonists: GPR35 antagonists blocking zaprinast-driven arrestin recruitment, primary screen, imaging, U2OS, beta-arrestin-GFP, zaprinast agonist (AID 2058); hit rate 0.052% among 290,000; one-dose inhibition, % at 10 µM; IC50 in µM for titrated hits; U2OS GPR35 beta-arrestin-GFP translocation imaging, zaprinast antagonism; higher % means a stronger effect;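 active means inhibition of at least 50% with at least 30 cells and total cytoplasm GFP at most 10,000,000; inconclusive means under 30 cells or total GFP of 10,000,000 plus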
# KOR beta-arrestin-1: kappa opioid receptor activators – cell-based, luminescence, uHTS, primary screen (AID 1777) | KOR beta-arrestin recruitment, luminescence; higher % means a stronger effect | one-dose activation, % at 10 µM; EC50 in µM for titrated hits | hit rate 0.02% among 280,000; in the data active means activation above about 50%, passing the limit was not always enough; further: a part of the inactive calls stands beside numbers as strong as those of hits
# KOR beta-arrestin-2: KOR antagonists, beta-arrestin recruitment, cell-based, luminescence, uHTS (AID 1778) | hit rate 0.091% among 290,000 | KOR beta-arrestin recruitment, luminescence, antagonist mode; higher % means a stronger effect | inhibition, % at 10 µM; hits with a dose series show IC50 in µM; further: strong numbers were not always called active
# NOD1 inhibition: NOD1 signaling inhibitors, primary screen, cell-based, luminescence, uHTS (AID 1578); inhibition, % at 4 µM; hits with a dose series show EC50 in µM; hit rate 1% among 290,000; NOD1-driven NF-kB luciferase reporter cells, luminescence; higher % means a stronger effect; in the data active means inhibition mostly above about 36%, no sharp cut-off; inactive means mostly below about 34%;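 further: HEK-293T reporter cells stimulated with the NOD1 agonist gamma-tri-DAP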
# GPR55 antagonists: GPR55 antagonists blocking LPI-driven arrestin recruitment, primary screen, imaging, U2OS, beta-arrestin-GFP, LPI agonist (AID 2013). inhibition, % at 10 µM, or IC50 in µM where a hit was titrated. U2OS GPR55 beta-arrestin-GFP translocation imaging, LPI antagonism; higher % means a stronger effect. hit rate 0.13% among 290,000;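 active means spots per cell inhibited over 60%, with over 100 cells counted and total cytoplasm intensity under 500,000; inconclusive means wells with under 100 cells, flagged as likely toxic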;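 further: U2OS cells stably carrying GPR55 and arrestin-GFP stimulated by 5 µM LPI near EC80; imaged beta-arrestin-GFP aggregate spots per cell after agonist stimulation; plate controls were LPI-stimulated DMSO wells for no effect and DMSO wells without LPI for full effect; some results filed as inactive read as strong as hits; confirmed hits need IC50 under 10 µM and bright autofluorescent wells are also inconclusive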
# HEK293 NOD2/NF-kB: inhibition of NOD2-driven NF-kB reporter – cell-based, luminescence, uHTS, HEK293 (AID 1566); one-dose inhibition, % at 4 µM; EC50 in µM for titrated hits; HEK293 NOD2/NF-kB luciferase reporter, luminescence; higher % means a stronger effect; hit rate 0.63% among 290,000; further: many of its hits are not listed in these tables
# Myeloid diff 2: promotes myeloid progenitor differentiation | ER-HoxA9 myeloid progenitors, lysozyme-GFP differentiation, flow cytometry | calls only at 10 µM | hit rate 1% among 360,000;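 active means normalized GFP-positive differentiation at or above the plate's own cutoff, the solvent-only control mean plus 3 SD; inconclusive means no clear call, values can overlap the other calls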;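 further: cells exposed to compound for four days before flow analysis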
# GPR55 beta-arrestin: GPR55 agonists via beta-arrestin recruitment, primary screen, imaging, U2OS cells, beta-arrestin-GFP redistribution (AID 1961); U2OS GPR55 beta-arrestin-GFP redistribution imaging; higher % means a stronger effect; activation, % at 10 µM; hits with a dose series show EC50 in µM; hit rate 0.048% among 290,000;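 active means activation above 40% with more than 50 cells counted in the well; inconclusive means wells holding fewer than 50 cells, flagged as toxic or sparse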;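 further: U2OS osteosarcoma cells stably expressing GPR55 and beta-arrestin-GFP; plate controls were DMSO negative control for no effect and LPI positive control for full effect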
# HIV fusion peptide: inhibitors of HIV fusion peptide binding, primary screen, biochemical, uHTS, fluorescence dequenching (AID 1986) | cell-free peptide binding, fluorescence dequenching, 30 min; higher % means a stronger effect | hit rate 0.3% among 290,000 | one-dose inhibition, % at 20 µM; IC50 in µM for titrated hits; in the data active means inhibition mostly above about 52%, no sharp cut-off; inactive means mostly below about 76%; further: some results filed as inactive read as strong as hits
# Myeloid diff 2 GFP+ MAC1+ %: second read-out of Myeloid diff 2, no call of its own (marks repeat the call); GFP+ MAC1+ double positive, %; measured here: differentiation confirmed by MAC1 staining
# The depositor's hits bear a star; i = inactive; ? = inconclusive; . = no result given; + = active, no number; [ ] = remark or other dose. Unless noted, no stated cut-off is given here; in the data, active means inhibition above about 50%; inactive means the rest. An excerpt, so the mix of outcomes need not match the whole.
SMILES,GPR35 antagonists,KOR beta-arrestin-1,KOR beta-arrestin-2,NOD1 inhibition,GPR55 antagonists,HEK293 NOD2/NF-kB,Myeloid diff 2,Myeloid diff 2 GFP+ MAC1+ %,GPR55 beta-arrestin,HIV fusion peptide
CN1CCN(S(=O)(=O)c2ccc(NC(=S)NC(=O)C3CC3)cc2)CC1,-16%,-1.0%,4%,-22%,4%,6%,i,0.5,0.5%,1.6%
CC(C)[C@H](NC(=O)OCc1ccccc1)C(=O)OCC(=O)NC1(C#N)CCCC1,-7%,-2.4%,4%,-15%,12%,-2%,?,.,0.3%,-0.8%
CCOc1ccc(NCC(=O)N/N=C/C=C/c2ccccc2)cc1,-4%,-4.5%,6%,-17%,6%,6%,i,0.0,-0.3%,4.6%
Cc1nn(C)cc1CNC(=O)C1(C)CC1(Cl)Cl (stereo unspecified),-1%,-6.6%,11%,-25%,7%,-7%,i,1.0,1.0%,-0.3%
CSc1ccccc1NC(=O)CN(C)C(C)C(=O)Nc1ccc(C#N)cc1 (stereo unspecified),18%,-1.5%,-9%,-21%,1%,12%,i,0.4,0.1%,1.4%
O=S(=O)(Nc1cc2nc3ccccc3nc2n1Cc1ccccc1)c1ccc(Cl)cc1,85%*,7.3%,-188%,-26%,?,13%,+,1.5*,-0.3%,3.8%
O=C(NNC(=S)NCC1CCCO1)c1cc(Br)ccc1Cl (stereo unspecified),6%,-9.0%,29%,-14%,15%,-17%,i,0.6,-0.1%,-4.0%
CCOC(=O)c1nnn(CC(=O)N2N=C(c3ccc(Cl)cc3)CC2c2ccc(OC)cc2)c1C(=O)OCC (stereo unspecified),3%,0.4%,-1%,-10%,0%,-1%,i,0.7,-0.3%,0.6%
CC(=O)c1cccc(S(=O)(=O)NCC2CCCCC2)c1,7%,-2.5%,-9%,-18%,10%,4%,i,0.7,0.0%,1.3%
COCCOC(=O)c1c(C)oc2ccc(OC(=O)c3cccs3)cc12,4%,6.8%,-34%,-54%,-4%,4%,i,0.8,-0.3%,0.8%

# Of the compounds above, these contain a Cl atom:
SMILES,GPR35 antagonists,KOR beta-arrestin-1,KOR beta-arrestin-2,NOD1 inhibition,GPR55 antagonists,HEK293 NOD2/NF-kB,Myeloid diff 2,Myeloid diff 2 GFP+ MAC1+ %,GPR55 beta-arrestin,HIV fusion peptide
Cc1nn(C)cc1CNC(=O)C1(C)CC1(Cl)Cl (stereo unspecified),-1%,-6.6%,11%,-25%,7%,-7%,i,1.0,1.0%,-0.3%
O=S(=O)(Nc1cc2nc3ccccc3nc2n1Cc1ccccc1)c1ccc(Cl)cc1,85%*,7.3%,-188%,-26%,?,13%,+,1.5*,-0.3%,3.8%
O=C(NNC(=S)NCC1CCCO1)c1cc(Br)ccc1Cl (stereo unspecified),6%,-9.0%,29%,-14%,15%,-17%,i,0.6,-0.1%,-4.0%
CCOC(=O)c1nnn(CC(=O)N2N=C(c3ccc(Cl)cc3)CC2c2ccc(OC)cc2)c1C(=O)OCC (stereo unspecified),3%,0.4%,-1%,-10%,0%,-1%,i,0.7,-0.3%,0.6%

# Continued.
SMILES,GPR35 antagonists,KOR beta-arrestin-1,KOR beta-arrestin-2,NOD1 inhibition,GPR55 antagonists,HEK293 NOD2/NF-kB,Myeloid diff 2,Myeloid diff 2 GFP+ MAC1+ %,GPR55 beta-arrestin,HIV fusion peptide
CC(=O)NC(CC(=O)NNC(=O)c1cc2ccccc2cc1O)c1ccccc1 (stereo unspecified),-2%,2.9%,11%,-11%,6%,-2%,i,0.5,0.0%,27%
O=C1NC(=Nc2ccc(O)cc2)S/C1=C/c1ccco1,-7%,-3.2%,-50%,-11%,10%,-19%,i,0.2,-0.2%,17%
COc1ccc(OCC2NCCc3cc(OC)c(OC)cc32)cc1 (stereo unspecified),-8%,4.4%,-42%,-13%,-1%,-9%,i,2.6,-0.2%,1.0%
CCCCN(CC)CCNC(=S)Nc1ccc2nc(N3CCN(C)CC3)cc(C)c2c1,-9%,2.8%,-33%,-7%,8%,8%,i,1.7,-0.1%,-0.6%
Cc1ccc(C)c(N=Cc2ccc(-c3ccc([N+](=O)[O-])cc3)o2)c1,-8%,-3.0%,1%,-48%,-7%,-1%,i,1.0,0.3%,0.2%
COc1cc(S(=O)(=O)N2CC(=O)Nc3ccccc32)ccc1NC(C)=O,3%,-4.2%,-33%,-12%,19%,8%,i,2.8,0.6%,1.2%
Cc1cc2cc(CNC(=O)c3ccc(Br)o3)ccc2[nH]1,-3%,-4.3%,5%,4%,4%,13%,i,1.9,-0.1%,10%
Clc1ccc(CSc2ncn(-c3ccccc3)n2)cc1,5%,8.1%,6%,-4%,-3%,-1%,i,0.5,-0.4%,2.3%
CCCCn1c(=O)c2c(nc3n2CCCN3Cc2ccccc2)n(C)c1=O,6%,-1.3%,10%,-10%,-2%,3%,i,0.1,0.5%,-2.1%
COC1CCN(Cc2c(C(=O)N3CCc4ccccc4C3)nc3ccc(Cl)cn23)CC1,-5%,2.6%,-24%,-9%,6%,-3%,i,2.1,-0.1%,0.7%

# As entered above:
# In GPR55 beta-arrestin, `COC1CCN(Cc2c(C(=O)N3CCc4ccccc4C3)nc3ccc(Cl)cn23)CC1` reads -0.1%
# In HIV fusion peptide, `COc1ccc(OCC2NCCc3cc(OC)c(OC)cc32)cc1` (stereo unspecified) reads 1.0%
# In GPR55 antagonists, `COc1cc(S(=O)(=O)N2CC(=O)Nc3ccccc32)ccc1NC(C)=O` reads 19%
# In Myeloid diff 2 GFP+ MAC1+ %, `O=C1NC(=Nc2ccc(O)cc2)S/C1=C/c1ccco1` reads 0.2
# In HEK293 NOD2/NF-kB, `CC(=O)NC(CC(=O)NNC(=O)c1cc2ccccc2cc1O)c1ccccc1` (stereo unspecified) reads -2%

# The list continues:
SMILES,GPR35 antagonists,KOR beta-arrestin-1,KOR beta-arrestin-2,NOD1 inhibition,GPR55 antagonists,HEK293 NOD2/NF-kB,Myeloid diff 2,Myeloid diff 2 GFP+ MAC1+ %,GPR55 beta-arrestin,HIV fusion peptide
COc1ccc(OC)c(S(=O)(=O)N2Cc3ccccc3CC2C(=O)O)c1 (stereo unspecified),6%,1.3%,-6%,11%,2%,6%,i,0.7,-0.2%,-1.9%
O=C(N/N=C/c1cc(O)ccc1[N+](=O)[O-])c1ccc2c(c1)OCCO2,-2%,3.8%,-5%,-15%,-10%,-94%,i,0.0,0.0%,2.1%
CC(=O)c1c(C)nc2nonc2c1N,9%,-2.5%,3%,-24%,-1%,-8%,i,0.6,-0.1%,4.9%
CN(C)Cc1c(C(=O)N/N=C/C2CC=CCC2)nnn1-c1nonc1N (stereo unspecified),3%,-8.7%,-30%,-17%,10%,9%,i,0.8,0.0%,-0.3%
COc1ccc(S(=O)(=O)N2CCC(C(=O)N3CCc4ccccc4C3)CC2)cc1OC,9%,-1.6%,11%,9%,6%,-1%,i,2.7,-0.3%,3.4%
CC1CCCC(NC(=O)COC(=O)[C@@H]2CC(O)CN2S(=O)(=O)c2ccc3c(c2)OCCO3)C1C (stereo partly specified),-10%,-2.6%,0%,-26%,4%,7%,i,0.3,-0.2%,2.2%
O=C(NCc1ccco1)C(=O)N1CCCC1,4%,-2.2%,14%,-44%,16%,-15%,i,0.5,-0.1%,0.9%
O=C1CS/C(=N/N=C\c2ccn[nH]2)N1,5%,0.3%,-2%,6%,-3%,9%,i,0.9,-0.1%,-0.7%
C/C(=N\NC(=S)Nc1ccc(F)cc1)c1ccc2c(c1)OCCO2,-6%,-3.3%,9%,24%,0%,-40%,i,1.5,-0.1%,1.8%
COc1ccc(NC(=O)c2cccnc2Sc2ccccc2)c(OC)c1,6%,0.3%,9%,-14%,6%,11%,i,0.2,0.2%,2.6%
CC(NCc1ccccc1O)C12CC3CC(CC(C3)C1)C2 (stereo unspecified),0%,2.7%,-13%,-16%,14%,-5%,i,0.4,-0.1%,0.5%
CCN(Cc1ccncc1)C(=O)CCc1nnc(CCc2ccccc2OC)o1,3%,-5.7%,-9%[20 µM],-12%,9%,1%,i,0.1,0.2%,-0.8%
CC1(C)OCC(C2CC(c3ccccc3)NS(=O)(=O)O2)O1 (stereo unspecified),-9%,-0.7%,-1%[20 µM],-1%,9%,6%,i,0.2,-0.1%,0.5%
CC(O)Cn1nc([N+](=O)[O-])nc1N (stereo unspecified),-7%,3.6%,-34%,-31%,11%,4%,i,0.2,1.3%,0.4%
CCN(CC)S(=O)(=O)c1ccc2[nH]cc(C(=O)NCCN3CCCCCC3)c(=O)c2c1,5%,4.7%,-34%,-4%,-22%,12%,i,13,0.2%,8.4%
CC(=O)c1ccc(NC(=O)Nc2ncn(Cc3cccc(C)c3)n2)cc1,4%,-3.3%,26%,-34%,-2%,2%,i,0.8,-0.1%,-0.5%
COCc1cc(=O)[nH]c(Nc2nc3ccc(C)cc3o2)n1,-5%,-9.6%,7.1µM*,55%,17%,63%*,i,3.9,0.3%,-1.2%
COc1ccc(-c2csc(N=C(N)N)n2)cc1,6%,-2.1%,-54%[20 µM],-6%,-8%,-58%,i,0.9,-0.1%,-0.2%
CCOC(=O)/C=C1\SCC(=O)N1CC(=O)NCc1cccc(Cl)c1,-4%,-5.5%,-9%,-21%,67%,6%,i,0.1,0.2%,4.4%
Cn1c(CNC(=O)c2ccc(F)cc2)nc2ccccc21,-10%,-4.5%,25%,-13%,10%,-2%,i,1.5,0.2%,-2.4%
Cc1ccc(C(=O)Nc2ccc3ncccc3c2)cc1,4%,1.3%,4%,-1%,-5%,-136%,i,0.3,0.2%,0.7%
CCOC(=O)N1CCC(n2c(SCC(=O)N3CCC(C)CC3)nc3ccccc3c2=O)CC1,-23%,2.3%,-25%,6%,18%,22%,i,2.9,0.1%,-1.2%
O=C(CN1C(=O)c2ccccc2S1(=O)=O)NCCSCc1ccccc1Cl,2%,0.2%,-18%,14%,-1%,15%,i,1.8,-0.2%,-0.6%
COc1ccc(-c2cc(CNS(=O)(=O)c3ccccc3)on2)cc1,0%,10%,-43%,-2%,0%,-18%,i,0.4,0.1%,-0.1%
c1ccc(-c2nnsc2-c2ccccc2)cc1,-16%,-3.4%,1%,7%,3%,16%,i,0.3,0.9%,-1.8%

# From PubChem
